B2AR arrestin ag = ADRB2 beta-arrestin recruitment; P07550; HTLA Tango cells, beta-arrestin recruitment, luciferase luminescence, 18 h; Potency, µM (titrated, usually from 46.1 µM), without a hit: top-dose activation, usual class: activators; 44,000 tested, under 10 active; AID 1347077;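 also: potency is read from the fitted curve at half-maximal effect; 0% = DMSO and full agonism = EC100 isoproterenol or metaproterenol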
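First, Tango cells carrying beta2-AR and beta-arrestin fusions received compound up to 46 microM. After 18 hr at 37 degrees C, luciferase substrate was added for 15 minutes, then luminescence gave %Activity for curve fitting.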
PTAP-TSG101 blk = blocks PTAP binding to human TSG101, validation; Fluorescence polarization, FITC-PTAP peptide/Tsg101, 20 min; Potency, µM (titrated, usually from 115 µM), without a hit: at the top dose activity change, negative = inhibition, most hits filed as inhibitors; 44,000 tested, under 10 active; AID 1347069; also: potency is read from the fitted curve at half-maximal effect; 0% is about no effect
Target sequence (Q99816 whole entry, looked up): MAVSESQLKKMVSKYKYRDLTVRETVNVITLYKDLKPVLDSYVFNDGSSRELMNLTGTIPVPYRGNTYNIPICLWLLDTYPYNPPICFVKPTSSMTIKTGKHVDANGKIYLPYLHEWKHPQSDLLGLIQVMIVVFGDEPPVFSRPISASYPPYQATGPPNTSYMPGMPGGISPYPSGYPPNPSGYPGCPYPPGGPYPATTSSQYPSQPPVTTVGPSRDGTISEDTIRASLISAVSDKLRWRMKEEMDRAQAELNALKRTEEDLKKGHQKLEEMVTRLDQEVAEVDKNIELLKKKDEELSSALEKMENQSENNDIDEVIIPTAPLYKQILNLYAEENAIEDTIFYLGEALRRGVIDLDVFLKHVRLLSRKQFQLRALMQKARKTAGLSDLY
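Read-out is FITC fluorescence polarization. Compounds were added to Tsg101 binding domain (10 uM final), then FITC-PTAP peptide (50 nM final), 20 min at r.t. Total S+P intensity flags fluorescent compounds.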
p53null 32C tox = p53 null cell cytotoxicity, permissive temperature | Potency, µM (series often up to 46.1 µM), inactives show top-dose activity change, negative = cytotoxicity, actives largely listed as cytotoxic | actives 0.62% (n = 55,000) | AID 903 | H1299-neo p53 null cells, ATP luminescence, 24 h, 32C;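 also: potency is read from the fitted curve at half-maximal effect; 0% = DMSO only and -100% = full killing by 100 µM tamoxifen; nearly all actives have a fitted effect of over 55% in size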
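Cells lacking p53 (H1299-neo) are plated at 600 per well and allowed to settle overnight at 37C. Test compounds (up to 46 uM) are added and held 24 hours at 32C, then ATP is quantified by luminescence.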
NTMT1 inhibitor = NTMT1 methyltransferase inhibition; NTMT1 MTase-Glo SAH luminescence, purified enzyme; Potency, µM (doses to about 114 µM), for the others: at the top dose activity change, negative = inhibition, actives largely listed as inhibitors; AID 1645870; actives 2.5% (n = 59,000);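 also: potency is read from the fitted curve at half-maximal effect; plate controls were DMSO vehicle for no effect and no enzyme for full effect; nearly all actives have a fitted effect of over 65% in size; many of its hits are not listed in these tables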
Target sequence (Q9BV86 whole entry, looked up): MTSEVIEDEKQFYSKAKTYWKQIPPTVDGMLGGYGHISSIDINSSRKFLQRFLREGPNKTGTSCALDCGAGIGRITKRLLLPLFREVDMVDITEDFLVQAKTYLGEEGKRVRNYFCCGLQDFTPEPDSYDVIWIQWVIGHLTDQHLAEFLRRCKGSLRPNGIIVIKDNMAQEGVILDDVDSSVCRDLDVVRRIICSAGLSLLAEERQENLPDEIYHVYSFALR
FH mod = Identification of activators of human fumarate hydratase by quantitative high-throughput screening. Fumarate hydratase, mitochondrial (Homo sapiens), P07954. FH coupled MDH/diaphorase resazurin fluorescence, 15 min. Potency, µM (series often up to 79.9 µM), for the others: at the top dose activity change, negative = inhibition, actives largely listed as inhibitors. actives 0.22% (n = 54,000); also: potency is read from the fitted curve at half-maximal effect; % is scaled to controls: 0 for no effect and ±100 for the full control effect; the screen sought activators but most active calls are inhibition curves; nearly all actives have a fitted effect of over 45% in size
p53null 39C tox = kills p53 null cells at the nonpermissive temperature. H1299 p53-null (neo) cells, 39C, ATPlite viability, 24 h. Potency, µM (titrated, usually from 46.1 µM), for the others: at the highest dose activity, negative = cell killing, usual class: cytotoxic. actives 0.97% (n = 55,000). AID 904;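 also: potency is read from the fitted curve at half-maximal effect; 0% = DMSO only and -100% = full killing by 100 µM tamoxifen; nearly all actives have a fitted effect of over 50% in size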
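Luminescent ATP signal reported cell survival after H1299 lines (neo, p53 null; or p53 A138V) received up to 46 uM compound and 24 hr incubation at 39C.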
GALK inhibitor = GALK (human) enzyme inhibition. P51570. AID 1347072. 44,000 tested, under 10 active. Potency, µM (titrated, usually from 57.5 µM), inactives show at the highest dose activity, negative = inhibition, hits mostly inhibitors. recombinant GALK, Kinase-Glo ATP luminescence, 1 h;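 also: plate controls were full GALK reaction for no effect and reaction lacking GALK for full effect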
Target sequence (P51570 whole entry, looked up): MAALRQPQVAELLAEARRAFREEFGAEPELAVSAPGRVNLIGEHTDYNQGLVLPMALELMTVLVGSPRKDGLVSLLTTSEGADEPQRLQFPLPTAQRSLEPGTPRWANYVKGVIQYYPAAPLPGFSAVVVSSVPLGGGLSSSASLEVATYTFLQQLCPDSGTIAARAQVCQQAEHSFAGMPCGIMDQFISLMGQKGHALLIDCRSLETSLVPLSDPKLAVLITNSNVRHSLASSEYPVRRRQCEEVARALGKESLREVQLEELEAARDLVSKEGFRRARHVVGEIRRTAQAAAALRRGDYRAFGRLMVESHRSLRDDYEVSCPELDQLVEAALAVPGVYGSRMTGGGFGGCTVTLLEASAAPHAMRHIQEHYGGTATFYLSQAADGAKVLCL
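Compounds were pinned into ATP buffer, then GALK-galactose mix was added (final 5 nM enzyme, 35 uM ATP, 100 uM galactose, pH 8.0). After 1 h at room temperature, Kinase-Glo Plus was added and luminescence read.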
* marks the source's active call; other numbers are inactive results; ? = inconclusive; . = no result given; [ ] = remark or other dose. Calls follow the shape of the dose curve; as a rule, active = well fitted curve in the direction sought with a large enough effect; inconclusive = small, poorly fitted or top-dose-only effect, or another doubt; inactive = no such curve, though single readings can be large; an effect the other way counts as inactive or inconclusive.

1. CCn1cc(CCC(=O)NCc2ccc(C)cc2)c2ccccc21
2. Cc1cccc(CCNC(=O)c2nn(C)c3c2CSc2ccccc2-3)c1
3. COc1cc(Cl)c(C)cc1NC(=O)c1nn(-c2ccc(C)cc2)c(=O)n(C)c1=O
4. Cc1ccc(S(=O)(=O)Cc2ccc(C(=O)N3CCN(c4cccc(C)c4C)CC3)o2)cc1
5. Cc1c(Cl)cccc1NC(=O)C1CCN(c2ncnc3c2nc2n3CCCCC2)CC1
6. CCOc1ccc(-c2nnc(Nc3ccc(S(N)(=O)=O)cc3)c3ccccc23)cc1
7. COc1cccc(NC(=O)c2sc3nc4n(c(=O)c3c2C)CCC4)c1
8. CCOC(=O)C1CCN(S(=O)(=O)c2cc(-c3onc(C)c3C)ccc2OC)CC1
Compound	1	2	3	4	5	6	7	8
B2AR arrestin ag	-1%	-1%	-1%	-2%	3%	1%	1%	1%
PTAP-TSG101 blk	-1%	-4%	0%	-1%	1%	-9%	-3%	-5%
p53null 32C tox	-9%	-9%	-1%	9%	4%	0%	-14%	2%
NTMT1 inhibitor	-10%	-18%	-6%	1%	?	3%	-27%	11%
FH mod	-2%	-4%	-17%	-18%	-2%	4%	-3%	-8%
p53null 39C tox	-24%	20%	10%	14%	-3%	6%	-26%	?
GALK inhibitor	0%	-1%	0%	4%	1%	1%	2%	0%

9. CC(C)CCNC(=O)CN1C(=O)CSc2ccc(S(=O)(=O)N3CCCCC3)cc21
10. O=C(COc1ccccc1)Nc1nnc(S(=O)(=O)Nc2ccccc2)s1
11. O=C(CCS(=O)(=O)c1cc(Br)cc2c1N(C(=O)C1CC1)CC2)NCc1ccccc1Cl
12. CC1CCCN(CCCNC(=O)CN2C(=O)CSc3ccc(S(=O)(=O)N4CCOCC4)cc32)C1 (configuration not stated)
13. Cc1ccc(N2C(=O)CSC23C(=O)N(CC(=O)NC2CCCCC2)c2ccccc23)cc1 (configuration not stated)
14. Cn1c(=O)n(C)c2cc(N3CCCCC3)c(NC(=O)c3c(F)cccc3F)cc21
15. COc1ccccc1C(=O)Nc1ccc(OCc2cc(=O)n3ccsc3n2)cc1
16. CCOC(=O)c1[nH]c(C)c(CCC(=O)N2CCN(c3cc(Cl)ccc3C)CC2)c1C
Compound	9	10	11	12	13	14	15	16
B2AR arrestin ag	3%	0%	-1%	2%	1%	-2%	1%	0%
PTAP-TSG101 blk	-1%	-4%	-1%	3%	2%	-3%	-4%	-4%
p53null 32C tox	6%	-4%	10%	-6%	28%	-7%	?	36%[activator]
NTMT1 inhibitor	-21%	14%	11%	-5%	35%[activator]	.	-1%	8%
FH mod	20%	-5%	-4%	4%	-10%	.	0%	-13%
p53null 39C tox	13%	-7%	-11%	16%	30%	-4%	-18%	18%
GALK inhibitor	-2%	0%	2%	0%	2%	1%	1%	-1%

Sorted by length of the SMILES (highest first): part of the list above
12. CC1CCCN(CCCNC(=O)CN2C(=O)CSc3ccc(S(=O)(=O)N4CCOCC4)cc32)C1 (configuration not stated)
11. O=C(CCS(=O)(=O)c1cc(Br)cc2c1N(C(=O)C1CC1)CC2)NCc1ccccc1Cl
13. Cc1ccc(N2C(=O)CSC23C(=O)N(CC(=O)NC2CCCCC2)c2ccccc23)cc1 (configuration not stated)
9. CC(C)CCNC(=O)CN1C(=O)CSc2ccc(S(=O)(=O)N3CCCCC3)cc21
5. Cc1c(Cl)cccc1NC(=O)C1CCN(c2ncnc3c2nc2n3CCCCC2)CC1
15. COc1ccccc1C(=O)Nc1ccc(OCc2cc(=O)n3ccsc3n2)cc1
2. Cc1cccc(CCNC(=O)c2nn(C)c3c2CSc2ccccc2-3)c1
1. CCn1cc(CCC(=O)NCc2ccc(C)cc2)c2ccccc21
Compound	12	11	13	9	5	15	2	1
B2AR arrestin ag	2%	-1%	1%	3%	3%	1%	-1%	-1%
PTAP-TSG101 blk	3%	-1%	2%	-1%	1%	-4%	-4%	-1%
p53null 32C tox	-6%	10%	28%	6%	4%	?	-9%	-9%
NTMT1 inhibitor	-5%	11%	35%[activator]	-21%	?	-1%	-18%	-10%
FH mod	4%	-4%	-10%	20%	-2%	0%	-4%	-2%
p53null 39C tox	16%	-11%	30%	13%	-3%	-18%	20%	-24%
GALK inhibitor	0%	2%	2%	-2%	1%	1%	-1%	0%

Continued:
17. COc1ccc(NS(=O)(=O)c2ccc3c(c2)CC(C)N3C(=O)C2CCC2)cc1OC (configuration not stated)
18. CC1=C(C(=O)OCc2ccc(C)cc2)C(c2c(Cl)cccc2Cl)CC(=O)N1 (configuration not stated)
19. Cc1oc2ncn(C)c(=O)c2c1C(=O)NCc1ccccc1
20. CC(=O)N1CCc2cc(Br)cc(S(=O)(=O)N3CCN(c4cccc(C(F)(F)F)c4)CC3)c21
21. Cc1ccc(C)c(CSc2nnc(C)n3c2cc2sccc23)c1
22. CCN(C(=O)CSc1nnc(C)n2c1cc1occc12)c1ccccc1
23. O=C(NCC1CCCO1)c1c[nH]c2ccc(S(=O)(=O)Nc3ccc(F)cc3F)cc2c1=O (configuration not stated)
24. Cc1ccccc1-c1nc2cc(NC(=O)Cc3ccc(Cl)cc3)ccc2o1
Compound	17	18	19	20	21	22	23	24
B2AR arrestin ag	1%	0%	0%	-1%	0%	0%	1%	1%
PTAP-TSG101 blk	2%	-1%	-12%	-1%	21%	-8%	1%	-6%
p53null 32C tox	-1%	3%	0%	-3%	0%	9%	2%	-8%
NTMT1 inhibitor	7%	8%	0%	-20%	12%	-26%	-1%	6%
FH mod	-21%	-15%	-6%	-21%	-20%	-6%	-34%	4%
p53null 39C tox	12%	-14%	25%	6%	-11%	66%[activator]	-5%	-19%
GALK inhibitor	-2%	2%	-2%	6%	2%	1%	1%	-2%

25. Cc1cc(C)c2c(=O)cc(C(=O)Nc3sc4c(c3C(=O)NCc3cccnc3)CCCC4)oc2c1
26. Cc1ccc(NC(=O)CSc2nnc(-c3nnn(-c4ccc(F)cc4)c3C)o2)cc1Br
27. COc1cc2nc(SCC(=O)Nc3ccccc3C)n3nc(CCn4c(C)nc5ccccc54)nc3c2cc1OC
28. O=C(Nc1cccc(Cl)c1)C1CCCN1S(=O)(=O)c1cccc2cccnc12 (configuration not stated)
29. COc1ccc(OCc2nnc(-c3ccccc3)o2)cc1
30. CSc1cccc(NC(=O)CC(c2ccc(F)cc2)N2Cc3ccccc3C2=O)c1 (configuration not stated)
31. COc1ccc(NC(=O)c2c(C(=O)Nc3ccccc3)sc3nc(C)cc(=O)n23)cc1
32. COc1ccccc1CNC(=O)CN1C(=O)COc2ccc(S(=O)(=O)Nc3ccccc3)cc21
Compound	25	26	27	28	29	30	31	32
B2AR arrestin ag	-1%	1%	-2%	-1%	0%	1%	0%	-1%
PTAP-TSG101 blk	0%	1%	0%	2%	1%	-2%	0%	9%
p53null 32C tox	3%	3%	?	8%	-13%	1%	-16%	6%
NTMT1 inhibitor	3%	11%	-26%	-2%	.	.	.	0%
FH mod	4%	6%	-2%	-20%	.	.	.	-7%
p53null 39C tox	-14%	1%	?	-17%	-4%	3%	-22%	18%
GALK inhibitor	5%	-14%	-2%	4%	3%	1%	6%	-1%

33. CCOc1ccc(-c2cccc(NS(=O)(=O)c3ccc(F)cc3F)c2)nn1
34. Cc1ccc(CN2COc3c(Cl)cc4c(-c5ccccc5)cc(=O)oc4c3C2)cc1
35. CCOC(=O)Cc1ccc(NC(=O)n2ncc3cc(Cl)ccc32)cc1
36. Cc1ccccc1Nc1c(-c2c[nH]c3ccccc23)nc2ccc(Cl)cn12
37. Cc1ccc(NC(=O)CCC(=O)N2CCOc3ccccc32)c(Cl)c1
38. COc1ccc(-n2ccn(CC(=O)NCc3ccc(C)cc3)c(=O)c2=O)cc1OC
39. COc1cccc(NC(=O)CSC2=Nc3ccccc3C3=NC(CCC(=O)NCc4ccco4)C(=O)N23)c1 (configuration not stated)
40. Cc1c(NC(=O)CC(C)C)cccc1-c1nc2cccnc2s1
Compound	33	34	35	36	37	38	39	40
B2AR arrestin ag	0%	1%	-2%	7%	-2%	0%	-3%	0%
PTAP-TSG101 blk	-2%	0%	2%	-3%	3%	0%	-5%	0%
p53null 32C tox	-9%	-10%	-1%	-4%	-13%	0%	1%	-14%
NTMT1 inhibitor	3%	?	-19%	-5%	8%	2%	26%	4%
FH mod	4%	-3%	?	?	-2%	-1%	-12%	-10%
p53null 39C tox	?	-1%	-8%	?	-9%	-23%	15%	-15%
GALK inhibitor	2%	-1%	1%	1%	?	2%	-2%	-1%

41. Cc1cc(C)c(NC(=O)Cn2c(=O)n(CC(=O)NCCc3ccccc3)c(=O)c3ccccc32)c(C)c1
42. CC1=C(C(=O)Nc2ccccc2)C(c2ccncc2)n2nc(SCc3ccccc3)nc2N1 (configuration not stated)
43. CCc1ccc(-n2c(=O)c3ccccc3n(Cc3ccccc3C#N)c2=O)cc1
44. CC(C)(Oc1ccc(Br)cc1)C(=O)Nc1cc(-c2nc3ccccc3[nH]2)ccc1Cl
45. CCc1c(CN2CCN(c3ccc(F)cc3)CC2)csc1C
46. Cc1ccc(-c2nnc(Nc3cccc(O)c3)c3ccccc23)cc1S(=O)(=O)N1CCN(C)CC1
47. Cc1ccc(-c2cc(-c3ccc4c(c3)NC(=O)CO4)nc3c2COc2ccc(C)cc2-3)cc1
48. Cc1ccc(-n2c(SCC(=O)N3CCCc4ccccc43)nc3c([nH]c4ccccc43)c2=O)cc1
49. Cc1ccccc1NC(=O)CSc1nnc(-c2cccc(Cl)c2)o1
50. COc1ccc(/C=C\c2onc(C)c2S(=O)(=O)N2CCC(C(=O)Nc3ccc(Cl)cc3)CC2)cc1
Compound	41	42	43	44	45	46	47	48	49	50
B2AR arrestin ag	0%	0%	-2%	0%	0%	1%	0%	7%	-2%	-2%
PTAP-TSG101 blk	0%	1%	9%	-3%	-1%	-19%	-7%	-1%	1%	0%
p53null 32C tox	1%	12%	9%	11%	-11%	43%[activator]	.	1%	1%	-5%
NTMT1 inhibitor	-6%	-4%	11%	7%	5%	16%	-5%	4%	10%	6%
FH mod	-29%	-2%	5%	-24%	-4%	13%	4%	-22%	-5%	-6%
p53null 39C tox	-11%	3%	-5%	-7%	-37%	-3%	.	32%[activator]	14%	10µM*
GALK inhibitor	3%	5%	-15%	6%	1%	-1%	3%	-2%	0%	0%

Some of the compounds tested, so the mix of outcomes need not match the whole.
